LMPTP block: blocks human LMPTP phosphatase; P24666; recombinant LMPTP-A, OMFP fluorogenic substrate, fluorescence intensity; inhibition, % at 20 µM; 0.22% of 360,000 active;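 active = compounds that cut the enzyme signal by at least half of the control window in the single-dose screen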;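 also: plate controls were DMSO wells with enzyme plus substrate for no effect and substrate without enzyme for full effect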
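Test system: LMPTP-A phosphatase enzyme; input: 0.625 nM LMPTP-A final; reagent: OMFP substrate, 400 µM final; compound dosing: 20 µM single dose, 3% DMSO; incubation: 50 min dark incubation at room temperature; measured by: endpoint fluorescence intensity from OMFP dephosphorylation; measure: % inhibition relative to no-enzyme and uninhibited control wells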
Neddylation inh: cullin neddylation inhibition. TR-FRET cullin neddylation, biochemical. AID 651699. calls only at 25 µM. P61081+Q13564. 0.58% of 360,000 active; in the data active = inhibition above about 36%
STEP inh: blocks human striatal-enriched tyrosine phosphatase; P54829; recombinant STEP, OMFP fluorogenic substrate, fluorescence; 0.25% of 360,000 active; inhibition, % at 20 µM; AID 588621;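 active = inhibition at 20 µM, scaled per plate between control wells, above about 37%, limit read from the data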;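 also: 0% = DMSO with enzyme and substrate and 100% = substrate only without enzyme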
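Assay system: isolated STEP enzyme. Buffer or medium: pH 6.0 Bis-Tris with DTT and Tween 20. Also added: fluorogenic phosphatase substrate OMFP at 25 µM final. Dosing: 20 µM, 1% DMSO. Timing: 20 min reaction, room temperature, in the dark. Measured by: fluorescence intensity, excitation 480 nm, emission 540 nm. Evaluation: normalized % inhibition.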
NadD inh: blocks S. aureus nicotinate mononucleotide adenylyltransferase; purified NadD enzyme, colorimetric absorbance read-out; inhibition, % at 20 µM; 0.78% of 360,000 active; AID 602399; in the data active = inhibition above about 26%; also: some compounds past the cut are filed as inactive
CSN deneddyl inh: inhibitors of human CSN-mediated cullin deneddylation | Q92905 | Purified CSN, SCF-Nedd8-OG deneddylation, fluorescence polarization | inhibition, % at 12.5 µM | 0.38% of 360,000 active | AID 651999;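 active = pattern-corrected inhibition above about 35%, with an unprinted fluorescence ratio check between 0.5 and 1.5, limit read from the data, passing the limit was not always enough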;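 also: 0% = enzyme with substrate and 100% = substrate without enzyme; some results filed as inactive read as strong as hits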
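Assay system: HEK293T-derived human Csn5 enzyme; quantity: 0.24 nM enzyme; medium: Tris/NaCl/DTT buffer, pH 7.5; also added: substrate SCFSkp2-Nedd8OG, 10 nM; doses: 12.5 µM compound; schedule: 90 min reaction at room temperature; signal: FP; read-out: % inhibition of substrate cleavage by Csn5; benchmarks: substrate-only high control, full reaction low control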
Rpn11 inh: inhibitors of human proteasome Rpn11. 0.59% of 360,000 active. calls only at 20 µM. human 26S proteasome, Ub4-pepOG fluorescence polarization; 20S core pre-blocked with epoxomicin. O00487;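 active = inhibition at 20 µM, scaled to each plate's controls, above about 33%, limit read from the data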
SUMO1 PPI mod: modulators of human SUMO1-mediated protein-protein interactions. AID 602429. SUMO1 binding to a labelled peptide, TR-FRET, 1 h. P63165. 0.33% of 360,000 active. inhibition, % at 20 µM; in the data active = inhibition above about 37%
Scp1 inh: blocks human Scp-1 phosphatase activity. Q9GZU7. Recombinant Scp1, phosphopeptide, malachite green phosphate absorbance. inhibition, % at 20 µM. 0.88% of 340,000 active;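 active = inhibition above about 50% at 20 µM, limit read from the data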;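 also: plate controls were DMSO wells with enzyme for no effect and wells lacking enzyme for full effect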
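Test system: SCP-1 phosphatase catalytic domain, residues 76-261; measured by: colorimetric phosphate reagent with accelerator and stabiliser, absorbance at 630 nm; timing: enzyme reaction 45 min at room temperature, colour 5 min, stabilisation 30 min; also added: Phosphorylated 17-residue peptide substrate; compound dosing: one concentration, 20 µM, with 1.0% DMSO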
DNMT1 block: blocks human DNA methyltransferase DNMT1. P26358. DNMT1 molecular beacon, Hinp1I cleavage, fluorescence. inhibition (reported as % activation of signal), % at 10 µM. 0.83% of 360,000 active. AID 588458; in the data active = inhibition above about 50%
Rin1-Abl PPI inh: inhibitors of human Rin1-Abl protein interaction; P00519+Q13671; TR-FRET Rin1/Abl binding, biochemical; inhibition, % at 7.35 µM; 0.4% of 360,000 active; AID 588664; in the data active = inhibition above about 5%, passing the limit was not always enough
The depositor's hits bear a star; i = inactive; x = not tested or not shown; + = active, no number.

structure	Rin1-Abl PPI inh	CSN deneddyl inh	NadD inh	Rpn11 inh	Scp1 inh	DNMT1 block	SUMO1 PPI mod	LMPTP block	Neddylation inh	STEP inh
CC(C)CCn1nnnc1C(c1ccc(F)cc1)N1CCC(C(N)=O)CC1 (configuration not stated)	0	-2	5	i	-4	-1	-1	-0.4	i	-1
CC1CCN(CCCNC(=O)COc2cc(=O)n(C)c3ccccc23)CC1	1	-6	-3	i	-5	0	0	-1.8	i	-2
COc1ccc(/C=C/C(=O)c2cc(F)ccc2OC(=O)c2ccccc2)cc1OC	0	6	-1	i	-18	2	-4	0.6	i	2
Cc1ccc(CS(=O)Cc2ccc(C(=O)N3CCN(C4CCCCC4)CC3)o2)cc1 (configuration not stated)	-5	1	2	i	-1	-1	3	-1.3	i	2
CC1(C)CC(=O)C2=C(C1)N(Cc1cccnc1)C(=O)C2(NC(=O)c1ccc(F)cc1)C(F)(F)F (configuration not stated)	2	3	-1	i	-4	5	3	-0.3	i	1
CN(C)C1=NCCN1CCC1CCCC1	-2	3	0	i	-11	2	4	0.1	i	0
COc1ccccc1C1=NOC(Cn2c(NCCOCCO)nc3c2c(=O)n(C)c(=O)n3C)C1 (configuration not stated)	-2	2	-3	i	-11	3	-5	0.1	i	-2
CC(=O)Nc1cccc(-c2cc(NC(C)=O)c3ncc(-c4ccc(C(C)=O)cc4)n3c2)c1	-4	2	-7	i	x	-8	-11	1.5	x	0
NC(=O)C1CCN(C(=O)c2cccc3ccccc23)CC1	1	1	-2	i	-6	0	4	-0.8	i	1
COc1ccc(OC)c(C2C(C(=O)Nc3nc4ccccc4s3)=C(C)NC3=C2C(=O)CCC3)c1 (configuration not stated)	-6	0	6	i	-6	-4	-2	2.3	x	3
O=C(Cn1cc(CNC(=O)C2CCCCC2)nn1)Nc1cc(C(F)(F)F)ccc1Cl	3	5	-11	i	25	-2	2	-0.9	i	0
Cc1ccccc1NC(=O)c1ccc2c(O)c(S(=O)(=O)c3ccccc3)c(=O)[nH]c2c1	0	-5	3	i	3	0	26	-0.9	i	1
COc1cccc(-c2cnc3c(NC(C)=O)cc(-c4ccc(OC)c(OC)c4)cn23)c1	-4	5	-1	i	x	-9	-14	-0.4	i	-1
CCOc1ccccc1C(=S)NC1CCCCC1	-2	0	-7	i	-10	0	0	-0.4	i	8
O=S(=O)(Nc1ccc(S(=O)(=O)N2CCCC2)cc1)c1ccccc1Br	-1	4	-2	i	-8	-3	5	-0.3	i	2

Arranged by molar mass (rising): part of the list above
structure	Rin1-Abl PPI inh	CSN deneddyl inh	NadD inh	Rpn11 inh	Scp1 inh	DNMT1 block	SUMO1 PPI mod	LMPTP block	Neddylation inh	STEP inh
CN(C)C1=NCCN1CCC1CCCC1	-2	3	0	i	-11	2	4	0.1	i	0
NC(=O)C1CCN(C(=O)c2cccc3ccccc23)CC1	1	1	-2	i	-6	0	4	-0.8	i	1
CC1CCN(CCCNC(=O)COc2cc(=O)n(C)c3ccccc23)CC1	1	-6	-3	i	-5	0	0	-1.8	i	-2
CC(C)CCn1nnnc1C(c1ccc(F)cc1)N1CCC(C(N)=O)CC1 (configuration not stated)	0	-2	5	i	-4	-1	-1	-0.4	i	-1
COc1ccc(/C=C/C(=O)c2cc(F)ccc2OC(=O)c2ccccc2)cc1OC	0	6	-1	i	-18	2	-4	0.6	i	2
COc1cccc(-c2cnc3c(NC(C)=O)cc(-c4ccc(OC)c(OC)c4)cn23)c1	-4	5	-1	i	x	-9	-14	-0.4	i	-1
CC(=O)Nc1cccc(-c2cc(NC(C)=O)c3ncc(-c4ccc(C(C)=O)cc4)n3c2)c1	-4	2	-7	i	x	-8	-11	1.5	x	0
Cc1ccc(CS(=O)Cc2ccc(C(=O)N3CCN(C4CCCCC4)CC3)o2)cc1 (configuration not stated)	-5	1	2	i	-1	-1	3	-1.3	i	2
Cc1ccccc1NC(=O)c1ccc2c(O)c(S(=O)(=O)c3ccccc3)c(=O)[nH]c2c1	0	-5	3	i	3	0	26	-0.9	i	1
O=C(Cn1cc(CNC(=O)C2CCCCC2)nn1)Nc1cc(C(F)(F)F)ccc1Cl	3	5	-11	i	25	-2	2	-0.9	i	0
CC1(C)CC(=O)C2=C(C1)N(Cc1cccnc1)C(=O)C2(NC(=O)c1ccc(F)cc1)C(F)(F)F (configuration not stated)	2	3	-1	i	-4	5	3	-0.3	i	1
COc1ccc(OC)c(C2C(C(=O)Nc3nc4ccccc4s3)=C(C)NC3=C2C(=O)CCC3)c1 (configuration not stated)	-6	0	6	i	-6	-4	-2	2.3	x	3

Next part:
structure	Rin1-Abl PPI inh	CSN deneddyl inh	NadD inh	Rpn11 inh	Scp1 inh	DNMT1 block	SUMO1 PPI mod	LMPTP block	Neddylation inh	STEP inh
COc1ccc(Br)cc1C(=O)Nc1ccccc1-c1ccccc1	2	5	-6	i	-11	-1	0	5.0	i	1
Cc1cc(Cl)ccc1NC(=O)CCC(=O)N/N=C/c1cc([N+](=O)[O-])ccc1O	3	0	7	i	55*	-2	-12	35	i	0
CC(=O)N1CCSc2ccc(S(=O)(=O)NCc3ccc(F)cc3)cc21	1	0	-3	i	-9	-5	0	-0.3	i	-2
CC(=NOC(=O)c1ccc(I)cc1)c1nccs1	1	-1	-9	i	x	4	-2	-0.8	i	-3
Cc1cc(N2CCN(C)CC2)nc2ccc(NC(=O)CCC(=O)NCCc3ccc(Cl)cc3)cc12	1	3	-6	i	-6	1	-2	-0.3	+	-5
CCn1c(SCC(=O)N/N=C/c2ccc(OC)c(OC)c2)nc2ccccc21	-1	3	-2	i	-6	-3	-6	0.7	i	0
O=C(NCCCCCCNC(=O)c1cccs1)c1cccs1	-2	-1	1	i	-5	-1	-1	0.3	i	-6
Cc1cc(C(=O)N/N=C/c2ccncc2)c2ccccc2n1	-3	2	-2	i	-3	-1	-3	-0.9	i	-2
CC(C)c1ccccc1NC(=O)Nc1nnc([C@H]2C[C@H](O)[C@@H](CO)O2)s1	2	1	-2	i	x	2	6	-0.8	i	-1
COc1ccc2oc(=O)c(C(=O)OCc3ccccc3)cc2c1	-1	1	-4	i	-7	0	-31	-0.2	x	3
COCC(=O)N1CCC(Oc2ccc(C(=O)N[C@H](C(=O)OC)C(C)C)cc2)CC1	-1	1	-8	i	-5	-1	4	-1.2	i	-2
Nc1nnc(SCCN2C(=O)c3ccccc3C2=O)s1	1	-4	5	i	-4	1	-8	-2.0	i	7
O=C(c1ccccc1)N1C(=O)C(c2ccccc2)Oc2ccccc21 (configuration not stated)	-1	-3	3	i	-14	0	4	2.2	i	0
CCOC(=O)Cn1nc(C)cc1NC(=O)c1cc(OC)c(OC)c(OC)c1	0	-2	-6	i	-4	0	2	0.4	i	-3
O=C(CC(c1ccco1)S(=O)(=O)c1ccccc1)c1ccccc1 (configuration not stated)	1	6	-2	i	-6	-6	-13	-0.1	i	2

structure	Rin1-Abl PPI inh	CSN deneddyl inh	NadD inh	Rpn11 inh	Scp1 inh	DNMT1 block	SUMO1 PPI mod	LMPTP block	Neddylation inh	STEP inh
C=C(C)c1cccc(C(C)(C)NC(=O)NCc2cccnc2)c1	-2	3	5	i	-3	2	2	0.3	i	-2
Cc1ccc(C2c3sc(=O)[nH]c3SC3C4CC(C5C(=O)N(C(C)C(=O)O)C(=O)C45)C23)cc1 (configuration not stated)	3	-12	4	i	2	6	9	-3.2	i	0
OC1O[C@H](c2ccc3c(c2)OCO3)[C@H]2CO[C@H](c3ccc4c(c3)OCO4)[C@@H]12 (some centres not stated)	0	-3	-2	i	-5	-1	5	0.6	i	-1
COc1ccc(-c2nnc(NC(=O)C3CCCN3S(=O)(=O)c3cccs3)o2)cc1 (configuration not stated)	-2	1	12	i	-10	2	8	-0.1	i	3
COc1ccc(C(=O)Nc2cccc3c2CCCC3)cc1	3	-5	-2	i	-2	1	2	0.5	i	-1
Cc1ccc(C(=O)NC(=S)NNC(=O)c2ccccc2O)cc1	3	6	5	i	-9	-2	-2	0.2	i	2
Nc1cc(=O)[nH]c(SCC(=O)NNC(=O)Cc2ccccc2)n1	7	-7	-2	i	-7	1	2	0.2	i	1
Cc1c(C(=O)OCCOC(C)C)[nH]c2c1C(=O)CC(c1ccco1)C2 (configuration not stated)	-5	12	0	i	49	32	15	59*	i	1
CC(C)CC(NC(=O)CCC(=O)OCC(=O)[C@@]1(O)CCC2[C@@H]3CCC4=CC(=O)C=C[C@]4(C)C3[C@@H](O)C[C@@]21C)C(=O)O (some centres not stated)	1	-7	3	i	-11	-2	1	-2.5	i	-5
CCOc1ccc(C(=O)NCCN2CCCC2)cc1	-5	-1	5	i	-4	-7	2	-6.6	i	0
CCCC(=O)NCc1cc(-c2nn(C)c(=O)c3ccccc23)ccc1C	1	-4	-2	i	0	1	3	-0.7	i	2
OC1c2cc(Br)ccc2N=C2CCCCCN21 (configuration not stated)	0	1	1	i	x	2	0	-0.8	i	0
COc1ccc(C(=O)N/C(=C\c2ccc(SC)cc2)C(=O)NCCCn2ccnc2)cc1OC	-3	2	4	i	-10	7	3	-4.0	i	-1
FC(F)(F)c1cc(Cl)c2nc(-c3ccc(Cl)cc3)c(Cc3ccccc3)n2c1	4	4	8	i	x	10	-2	0.5	i	2
COc1ccc(N2CCN(C(=O)c3ccc4c(=O)n(Cc5ccc6c(c5)OCO6)c(=O)[nH]c4c3)CC2)cc1	1	1	15	i	6	0	0	0.0	i	1

structure	Rin1-Abl PPI inh	CSN deneddyl inh	NadD inh	Rpn11 inh	Scp1 inh	DNMT1 block	SUMO1 PPI mod	LMPTP block	Neddylation inh	STEP inh
COc1ccc(CN2CC(=O)N(c3ccccc3OC)C2=S)cc1OC	0	3	-7	i	-6	-2	-3	-0.1	i	-2
CC1CN(S(=O)(=O)c2ccc(C(=O)N(CCCN(C)C)c3nc4cc5c(cc4s3)OCCO5)cc2)CC(C)O1 (configuration not stated)	3	-1	-8	i	-1	-3	-3	-5.2	i	-1
COC(=O)[C@@H](NC(=O)/C=C/c1ccc(OC)cc1)C(C)C	3	-3	7	i	-4	-1	-3	0.0	i	-2
CC1CCCCC1NC(=O)COC(=O)c1cccn1C (configuration not stated)	4	-4	-4	i	0	3	3	-0.7	i	-2
COc1cc(/C=N/NC(=O)c2cc(-c3ccco3)nc3ccccc23)cc(OC)c1O	-1	3	23	i	8	-11	-7	5.5	i	0
Cn1c(=O)c2ccccc2n(CC(=O)N2CCCc3ccccc32)c1=O	-4	2	4	i	3	0	-1	-0.5	i	-1
Cn1c(=O)c2c(nc(SCC(=O)NCC3CCCO3)n2C)n(C)c1=O (configuration not stated)	0	1	0	i	3	2	1	-0.8	i	-1
